Bioassay records: PubChem, National Center for Advancing Translational Sciences (NCATS)
D1 ag – Allosteric Agonists of the Human D1 Dopamine Receptor: qHTS. 1% of 360,000 active. HEK293 T-REx D1 cells, calcium flux, agonist mode. AID 504660, 2011. D(1A) dopamine receptor (Homo sapiens), P21728. activation, % at 2 µM; in the data active means activation above about 30%; further: 0% is about no effect
Target sequence (P21728 whole entry, looked up): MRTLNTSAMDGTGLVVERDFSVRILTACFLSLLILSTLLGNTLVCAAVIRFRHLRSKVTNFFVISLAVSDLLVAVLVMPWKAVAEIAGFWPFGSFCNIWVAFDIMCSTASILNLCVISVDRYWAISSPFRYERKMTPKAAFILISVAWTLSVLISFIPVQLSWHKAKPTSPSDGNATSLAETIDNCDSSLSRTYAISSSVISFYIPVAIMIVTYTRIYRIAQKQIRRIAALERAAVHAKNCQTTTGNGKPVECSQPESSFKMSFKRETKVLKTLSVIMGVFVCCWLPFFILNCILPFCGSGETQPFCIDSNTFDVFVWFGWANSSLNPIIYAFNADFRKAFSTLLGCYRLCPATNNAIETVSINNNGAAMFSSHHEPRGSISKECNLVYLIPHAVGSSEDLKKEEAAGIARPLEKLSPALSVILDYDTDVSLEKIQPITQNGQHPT
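Agonism was scored from calcium flux recorded over 180 s (1 read/s) after pintool compound addition, following a 10-cycle baseline. Cells were inducible force-coupled HEK293 TREx D1, plated overnight at 30 C and loaded with no-wash calcium dye.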
D1 antag – Antagonist of Human D 1 Dopamine Receptor: qHTS; D(1A) dopamine receptor (Homo sapiens), P21728; HEK293 TREx D1 cells, calcium flux, dopamine EC80; active compounds read low; activity change, negative = inhibition, % at 10 µM; 3.2% of 360,000 active; AID 504652, 2011; in the data active means activity change below about -30%; further: on the % scale 0 is the no-effect control and ±100 the full control effect
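Antagonism measured as reduced calcium response to an EC80 dopamine addition following 180 s compound pre-read; cells were inducible HEK293 Trex D1 plated overnight at 30 C, read kinetically at 1 cycle/sec.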
D1 potentiator – Potentiators of Human D1 Dopamine Receptor: qHTS. D(1A) dopamine receptor (Homo sapiens), P21728. HEK293 TREx D1 cells, calcium flux, dopamine EC20 potentiation. potentiation, % at 10 µM. 0.036% of 360,000 active. AID 504651, 2011; in the data active means potentiation above about 30%; further: 0% is about no effect
RXFP1 ag – qHTS Assay for Agonists of the Relaxin Receptor RXFP1. Relaxin receptor 1 (Homo sapiens), Q9HBX9. HEK293T-RXFP1 cAMP TR-FRET, 30 min; response scale: percent of porcine relaxin response, buffer zero. Potency, µM (titrated, usually from 57.5 µM), for inactives: top-dose activation, hits mostly activators. 0.3% of 370,000 active; further: potency means the concentration at half of the fitted maximal effect; on the % scale 0 is the no-effect control and ±100 the full control effect; nearly all actives have a fitted effect of over 60% in size; many of its hits are not listed in these tables
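cAMP rise read by TR-FRET after 30 min, 37C compound exposure (up to 58 uM) in RXFP1-transfected HEK293 cells with Ro 20174 present. EC50 from Hill-equation fits, with 29 nM porcine relaxin as 100% and buffer as basal.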
D2 potentiator – HTS Assay for Positive Allosteric Modulators of the Human D2 Dopamine Receptor: Primary Screen for Potentiators; D(2) dopamine receptor (Homo sapiens), P14416; HEK293 T-REx D2, calcium flux, EC20 dopamine potentiation; potentiation, % at 10 µM; 0.34% of 340,000 active;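 active means potentiation over 3 SD above the plate norm, cut at about 30% in these data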; further: 0% is about no effect
Target sequence (P14416 whole entry, looked up): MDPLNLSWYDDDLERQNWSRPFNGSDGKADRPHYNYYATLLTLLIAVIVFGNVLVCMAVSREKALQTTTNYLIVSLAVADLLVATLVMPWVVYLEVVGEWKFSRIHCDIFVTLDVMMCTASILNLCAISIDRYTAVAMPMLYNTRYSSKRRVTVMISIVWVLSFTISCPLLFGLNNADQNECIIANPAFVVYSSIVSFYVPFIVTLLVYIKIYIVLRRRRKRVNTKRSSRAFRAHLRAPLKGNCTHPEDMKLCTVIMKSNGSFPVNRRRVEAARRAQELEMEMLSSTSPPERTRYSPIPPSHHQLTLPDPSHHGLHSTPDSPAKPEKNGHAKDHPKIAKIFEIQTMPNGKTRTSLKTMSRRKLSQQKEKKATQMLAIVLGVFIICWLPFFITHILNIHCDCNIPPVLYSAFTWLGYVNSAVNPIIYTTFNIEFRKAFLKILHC
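Potentiation of an EC20 dopamine calcium response measured kinetically over 180 s, after a preceding 180 s compound-only read flagging agonists. Cells: inducible Hek293 Trex D2 line, 4000/well, cultured overnight at 30 C before dye loading.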
Glioma ERSR ind – qHTS for Inducers of the Endoplasmic Reticulum Stress Response (ERSR) in Human Glioma: qHTS; AID 602332, 2012; 0.02% of 420,000 active; Potency, µM, without a hit: at the top dose activation, most hits filed as activators; U87-MG GRP78 promoter luciferase reporter, 16 h; further: potency means the concentration at half of the fitted maximal effect; series mostly up to about 76 µM; % of control where 0% means no effect; nearly all actives have a fitted effect of over 35% in size
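Stably transfected U87-MG glioma cells carrying a GRP78-based luciferase sensor; 16 h compound incubation. Luminescence end-point read 10 min after Bright-Glo addition at room temperature.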
Vif-A3G inh – qHTS for Inhibitors of Vif-A3G Interactions: qHTS; HeLa A3G-eYFP + Vif (tagged APOBEC3G with the HIV-1 protein that degrades it), YFP fluorescence, overnight; Potency, µM (highest dose often 46.1 µM), inactives show at the highest dose activity, negative = active, usual class: inhibitors; AID 602310, 2012; 0.076% of 410,000 active; DNA dC->dU-editing enzyme APOBEC-3G (Homo sapiens), Q9HC16;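 further: potency means the concentration at half of the fitted maximal effect; on the % scale 0 is the no-effect control and ±100 the full control effect; nearly all actives have a fitted effect of over 60% in size; hits raise eYFP signal because A3G escapes Vif-driven loss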
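HeLa cells stably expressing Vif and C-terminally eYFP-tagged A3G, seeded overnight at 37 deg C, then exposed to compound by pintool overnight at 37 deg C. Rise in yellow fluorescence (Ex 488/Em 500-530, Acumen) marks blocked Vif-driven A3G degradation.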
LDHA inh – qHTS assay for inhibitors of human lactate dehydrogenase; 0.15% of 480,000 active; activity change, % (values are at about 110 or 230 µM); L-lactate dehydrogenase A chain (Homo sapiens), P00338; purified LDHA, NADH/diaphorase-resazurin fluorescence; active compounds read low; AID 1347041, 2019; in the data active means activity change below about -30%; inconclusive means mostly about -25% to -30%;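 further: plate controls were DMSO wells for no effect and wells without enzyme for full effect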
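Remaining NADH was detected by diaphorase (0.133 mg/mL) converting 37 µM resazurin to fluorescent resorufin, read at 0 and 20 minutes. The preceding 5-minute room-temperature reaction used 2 nM LDHA, 0.2 mM sodium pyruvate and 0.06 mM NADH at pH 7.4.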
Vif-A3F inh – qHTS for Inhibitors of Vif-A3F Interactions: qHTS. HeLa A3F-eYFP + Vif (tagged APOBEC3F with the HIV-1 protein that degrades it), YFP fluorescence increase. Potency, µM (titrated, usually from 46.1 µM), for the others: at the highest dose activity, negative = active. 0.2% of 390,000 active; further: potency means the concentration at half of the fitted maximal effect; % of control where 0% means no effect; nearly all actives have a fitted effect of over 65% in size
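Fluorescence increase (Ex 488/Em 500-530) after overnight compound treatment at 37 deg C flags inhibition of Vif-driven A3F-eYFP loss in stable HeLa A3F-eYFP/Vif cells seeded overnight beforehand.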
The depositor's hits bear a star; ? = inconclusive; . = no result given; & = joins results of further samples. Unless noted, the call rests on the fitted dose curve; in most records, active means well fitted curve in the direction sought with a large enough effect; inconclusive means small, poorly fitted or top-dose-only effect, or another doubt; inactive means no such curve, though single readings can be large; an effect the other way counts as inactive or inconclusive.

SMILES | D1 ag | D1 antag | D1 potentiator | RXFP1 ag | D2 potentiator | Glioma ERSR ind | Vif-A3G inh | LDHA inh | Vif-A3F inh
CCN(CC)CCN1C(=O)C(O)=C(C(=O)c2cccs2)C1c1ccccn1 (centres undefined) | 3 | -10 | 7 | 0.9% | 8 | 2% | -4% | 2 | -6%
CCN1C(=O)[C@@H]2[C@@H](c3ccc(-c4ccccc4)cc3)N3CCCC[C@@]3(C(=O)OC)[C@@H]2C1=O | 11 | -23 | -7 | -0.4% | -7 | -3% | -14% | -7 | -12%
CC1CC(C)(C)NC(=S)N1CCC(=O)NCCc1ccc(Cl)cc1 (centres undefined) | 0 | 8 | -2 | 0.8% | -9 | -3% | -1% | -12 | -14%
COc1ccc(C2/C=C\CN(C(=O)C3CCCCC3)CC(=O)N2Cc2ccc(F)cc2)cc1 (centres undefined) | 3 | 9 | -5 | -0.9% | -9 | -7%&-4% | 3%&0% | -3 | 0%
O=S1(=O)OCCC(c2ccccc2)N1Cc1ccccc1 (centres undefined) | 0 | 9 | -3 | 0.4% | -9 | -3% | 2% | -4 | 3%
O=[N+]([O-])c1ccc(Nc2c3ccccc3nc3ccccc23)cc1 | 0 | -4 | -4 | 0.8% | . | 1% | -10% | 5 | -27%
O=C(CSc1ccc2nnc(-c3ccccn3)n2n1)Nc1nccs1 | 1 | 3 | -1 | ? | -1 | -4% | 3% | -1 | 4%
Cc1onc(-c2c(F)cccc2Cl)c1C(=O)Nc1ccc(S(=O)(=O)N2CCOCC2)cc1 | . | . | . | . | . | -1% | -2% | -6 | -3%
O=C(NCCCNC1CCCCC1)c1ccc(/C=N/O)nc1 | 2 | 13 | 0 | 2.0% | -8 | -6% | 0% | 2 | 8%
Cc1cc(C)cc(NC(=O)CCC(=O)Nc2nnc(C(C)C)s2)c1 | 3 | 4 | 5 | 0.8% | -21 | -3% | 7% | -8 | -5%
COc1ccc(CC(=O)NNC(=O)c2ccc(NC(C)=O)cc2)cc1 | 1 | 8 | -6 | 1.0% | 10 | 3% | 0% | -6 | 9%
Cc1ccc(O)c(CCc2ccc(O)cc2)n1 | 3 | -10 | -3 | -1.7% | 7 | 0% | -5% | 6&-14 | 2%
O=C(/C=C/c1ccco1)Nc1ccc2c(c1)OCO2 | 2 | 4 | 8 | 1.2% | 1 | -2% | -26% | -2 | ?
Cc1nn(CCC(=O)N2CCN(S(=O)(=O)c3ccccc3)CC2)c(C)c1C | 2 | -10 | -10 | 4.2% | 8 | -4% | -1% | -7 | 9%
CN1CCN(C(=O)c2cc3c(n(-c4ccccc4)c2=O)CC(C)(C)CC3=O)CC1 | 3 | 3 | 1 | -1.2% | -1 | -1% | -1% | -9 | .
OC(COc1ccc(Cl)c2ccccc12)CN1CCN(c2ccccn2)CC1 (centres undefined) | 5 | -20 | -1 | 4.9% | -21 | -15% | 1% | -4 | 0%
CCOc1ccc(-c2n[nH]c(C(=O)NN)c2C)cc1 | -1 | -16 | -2 | 2.7% | . | -1% | 1% | -5 | -1%
Cc1n[nH]c(=S)n1/N=C/c1c(O)ccc2ccccc12 | -4 | 24 | 11 | -1.9% | -3 | -3% | -4% | -2 | 13%
COc1ccc(-c2nn(-c3ccccc3)cc2/C=N/NC(=O)c2cccc(S(=O)(=O)Nc3ccccc3Cl)c2)cc1 | 2 | -36* | -14 | -0.9% | -17 | 0% | -4% | -4 | -5%
CC(C)CC(=O)C1CCCN(C(=O)c2ccc3oc(Cc4ccccc4)nc3c2)C1 (centres undefined) | 3 | -4 | -2 | -0.6% | 11 | -4% | 0% | -2 | 0%
CNc1ncnc(Sc2ccc(Cl)cc2)c1[N+](=O)[O-] | -1 | -2 | -3 | 0.1% | 12 | -5% | -3% | -2 | 13%
Cc1ccccc1-c1nc(-c2cccnc2)no1 | 1 | 0 | 5 | 3.3% | 0 | 7% | -6% | -5 | -3%
C#CCNc1nc(C)nc2c1nnn2Cc1ccccc1F | 1 | 2 | -3 | 3.6% | 22 | -5% | 0% | -3 | -1%
COCCCNC(=O)c1cccn2c(=O)c3cc4ccccc4cc3nc12 | 16 | 6 | -3 | 0.8% | 12 | 1% | ? | 22 | ?
CC=CC1OCC(CC)C(CCC)O1 (centres undefined) | . | . | . | . | . | -6% | 0% | 1 | 3%
Cn1c(SCC(=O)Nc2ccc(N3CCOCC3)cc2)nnc1-c1ccco1 | 1 | 2 | -5 | 2.0% | -7 | -2% | 2% | -12 | -5%
C=CC1=C2C=C(C3CC3)N(CCCN(CC)CC)C=C2C(=O)C(C)(OC(=O)c2ccco2)C1=O (centres undefined) | . | . | . | . | . | -1% | -1% | 15 | 0%
O=C1C2CCC(C(O)C2)N1Cc1ccccc1 (centres undefined) | 4 | 20 | -3 | -0.4% | 0 | -5% | 2% | -4 | 4%
O=C(Nc1cccn2ncnc12)c1ccccc1 | 2 | -27 | -4 | 2.2% | -8 | 2% | -5% | -3 | -5%
CCCN(C(=O)c1cc(S(=O)(=O)N(C)c2ccc(OCC)cc2)ccc1C)C1CCS(=O)(=O)C1 (centres undefined) | 1 | 5 | 1 | 3.1% | 2 | -4% | 0% | 1 | 0%
O=c1[nH]cnc2nc3n(c12)CCCCC3 | 3 | -20 | 0 | 6.8% | 3 | -2% | -4% | -5 | 4%
CC(C)c1cccc(-c2ccc3c(c2)S(=O)(=O)c2cccc(C(=O)NCc4ccccc4)c2C3=O)c1 | . | . | . | . | . | -6% | 2% | -18 | 10µM*
O=C(CNC(=O)OCc1ccccc1)NC1CCCCCC1 | 0 | 7 | -4 | 3.0% | -2 | -6% | 3% | -8 | -3%
COc1ccc(NC(=O)CCS(=O)(=O)c2ccc3c(c2)oc(=O)n3C)cc1OC | 3&2 | -3&5 | 4&1 | -0.3%&1.1% | -4&-2 | -3%&-2% | -1%&-1% | -1&0 | 5%&-9%
C#Cc1ccc([C@H]2C=C(C(=O)NCc3ccccc3)O[C@@H](OCC)[C@@H]2CCCO)cc1 | 1 | -28 | 3 | 1.0% | -2 | 1% | 3% | 7 | -2%
CCOc1ccc(C(=O)OCc2nnc(-c3cccs3)o2)cc1OC | 7 | -3 | -3 | 3.5% | 1 | -2% | 0% | -2 | -4%
Cc1cc(C)cc(NC(=O)C2(c3ccccc3)CC2(Cl)Cl)c1 (centres undefined) | 1 | 5 | -3 | 2.3% | -2 | -4% | 0% | -1 | 2%
Cc1c([C@@H]2C[C@H]3CN(Cc4cccc(Cl)c4)C(=O)[C@]34CCCN24)cnn1C | 1 | -19 | -2 | -1.6% | 5 | -1% | -8% | -3 | -6%
O=C(Nc1ccccc1-c1ccccc1)C(c1ccccc1)c1ccccc1 | 5 | 12 | 0 | 7.5% | -4 | -3% | -1% | -12 | -15%
COc1cccc(NC(=O)N2CCCC(C(=O)NCc3ccc(F)cc3)C2)c1 (centres undefined) | 0 | -16 | -8 | 0.7% | -5 | -2% | -3% | -4 | -2%
CCCCn1c(SCC(=O)N2CCCC2)nc2c1c(=O)n(C)c(=O)n2C | 1 | 1 | -6 | 14% | -7 | -4% | 1% | 0 | -11%
CC1(NC(=O)N2CCOCC2)CCS(=O)(=O)C1 (centres undefined) | -1 | -14 | -2 | 2.2% | -9 | -3% | 1% | -4 | -6%
CCOc1ccc(NS(=O)(=O)c2ccc3[nH]c4c(c3c2)CCCC4)cc1 | 0 | -52* | 1 | 1.6% | 8 | 18% | ? | 1 | ?
Cc1c(Br)c(C(F)(F)F)nn1CC(=O)NCCCn1ccnc1 | 0 | 3 | 5 | 0.7% | -7 | -4% | -4% | -11 | 12%
O=C(O)c1ccc(Cl)c(NCc2cccnc2)c1 | 1 | 13 | -5 | -0.9% | -7 | -5% | 2% | -3 | 15%
COc1ccc(C(=O)NCc2csc(-c3cccs3)n2)cc1 | 1 | -12 | -4 | 3.5% | -14 | -1% | 0% | -6 | 9%
Cc1cccc(NC(=S)N2CCC(O)CC2)c1C | 1 | . | -2 | 1.3% | 2 | 1% | -3% | 6 | 5%

4 entries from above in a different format:
CCCCn1c(SCC(=O)N2CCCC2)nc2c1c(=O)n(C)c(=O)n2C
- D1 ag = 1
- D1 antag = 1
- D1 potentiator = -6
- RXFP1 ag = 14%
- D2 potentiator = -7
- Glioma ERSR ind = -4%
- Vif-A3G inh = 1%
- LDHA inh = 0
- Vif-A3F inh = -11%
CC1(NC(=O)N2CCOCC2)CCS(=O)(=O)C1 (centres undefined)
- D1 ag = -1
- D1 antag = -14
- D1 potentiator = -2
- RXFP1 ag = 2.2%
- D2 potentiator = -9
- Glioma ERSR ind = -3%
- Vif-A3G inh = 1%
- LDHA inh = -4
- Vif-A3F inh = -6%
CCOc1ccc(NS(=O)(=O)c2ccc3[nH]c4c(c3c2)CCCC4)cc1
- D1 ag = 0
- D1 antag = -52*
- D1 potentiator = 1
- RXFP1 ag = 1.6%
- D2 potentiator = 8
- Glioma ERSR ind = 18%
- Vif-A3G inh = ?
- LDHA inh = 1
- Vif-A3F inh = ?
Cc1c(Br)c(C(F)(F)F)nn1CC(=O)NCCCn1ccnc1
- D1 ag = 0
- D1 antag = 3
- D1 potentiator = 5
- RXFP1 ag = 0.7%
- D2 potentiator = -7
- Glioma ERSR ind = -4%
- Vif-A3G inh = -4%
- LDHA inh = -11
- Vif-A3F inh = 12%

Not all compounds are listed. The share of hits here may be higher or lower than overall.
